Compound activity deposited in PubChem BioAssay by National Center for Advancing Translational Sciences (NCATS).
TrxR1 inh: rat TrxR1 inhibition | recombinant rTrxR1, NADPH fluorescence consumption, selenite substrate | Potency, µM (series often up to 114 µM), inactives show top-dose activity change, negative = inhibition, most hits filed as inhibitors | 390,000 tested, 1% active | AID 588453; also: potency is read from the fitted curve at half-maximal effect; % is scaled to controls: 0 for no effect and ±100 for the full control effect; nearly all actives have a fitted effect of over 65% in size
Target sequence (O89049 whole entry, looked up): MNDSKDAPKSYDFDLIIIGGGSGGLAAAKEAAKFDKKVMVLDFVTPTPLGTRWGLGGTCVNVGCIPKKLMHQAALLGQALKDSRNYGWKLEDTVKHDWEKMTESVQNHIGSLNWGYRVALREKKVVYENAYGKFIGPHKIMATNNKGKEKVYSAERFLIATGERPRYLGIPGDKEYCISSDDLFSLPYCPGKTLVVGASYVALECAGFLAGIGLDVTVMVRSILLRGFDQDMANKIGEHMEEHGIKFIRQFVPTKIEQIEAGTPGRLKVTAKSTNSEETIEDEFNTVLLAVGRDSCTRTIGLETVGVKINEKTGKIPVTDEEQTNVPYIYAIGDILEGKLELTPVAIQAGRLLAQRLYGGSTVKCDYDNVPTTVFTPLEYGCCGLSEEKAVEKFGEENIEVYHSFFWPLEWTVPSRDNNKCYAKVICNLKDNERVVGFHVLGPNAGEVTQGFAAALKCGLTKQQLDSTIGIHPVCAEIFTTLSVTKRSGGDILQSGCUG
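Rat TrxR1 (90 nM in the dispensed reagent) was pre-reduced with 400 uM NADPH for 5 min at room temperature, then incubated with compound for 15 min. After 400 uM selenite was added, NADPH fluorescence (Ex 340/Em 450 nm) was followed for 8 min.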
TRHR ag: activates the human TRH receptor. TRHR cells, calcium flux fluo-8, FDSS agonist mode. 360,000 tested, 0.18% active. P34981. activation, % at 2 µM; in the data active = activation above about 30%; also: 0% is about no effect
Target sequence (P34981 whole entry, looked up): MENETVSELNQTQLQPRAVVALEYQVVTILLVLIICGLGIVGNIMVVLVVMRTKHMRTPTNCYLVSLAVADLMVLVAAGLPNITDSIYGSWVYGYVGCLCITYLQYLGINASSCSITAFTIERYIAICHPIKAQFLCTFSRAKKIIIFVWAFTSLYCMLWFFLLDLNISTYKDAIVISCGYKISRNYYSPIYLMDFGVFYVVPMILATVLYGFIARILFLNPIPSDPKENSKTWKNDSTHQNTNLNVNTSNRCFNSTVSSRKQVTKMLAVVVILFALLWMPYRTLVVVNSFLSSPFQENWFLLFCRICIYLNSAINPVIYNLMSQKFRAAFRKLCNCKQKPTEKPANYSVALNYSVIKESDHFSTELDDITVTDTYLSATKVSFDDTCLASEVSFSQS
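Agonist-mode FDSS calcium read (Ex 480/Em 530, 1 s cycles) in 1536-well TRHR cells with fluo-8 dye, after 10-cycle baseline and 23 nL compound addition; TRH at EC20 (10 nM final) added afterwards for the enhancer phase.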
TrxR1 substrate: substrates of rat thioredoxin reductase 1 | O89049 | AID 588456 | Potency, µM (titrated, usually from 114 µM), inactives show top-dose activity change, negative = substrate turnover | purified TrxR1 substrate turnover, NADPH consumption readout | 390,000 tested, 0.01% active; also: potency is read from the fitted curve at half-maximal effect; % is scaled to controls: 0 for no effect and ±100 for the full control effect; nearly all actives have a fitted effect of over 50% in size
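Rat TrxR1, dispensed at 90 nM, was prereduced with 400 uM NADPH (final) for 5 min at ~22 deg C, then incubated with compound 15 min before 400 uM selenite. A first-read NADPH fluorescence drop versus no-compound background flagged substrates.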
TRHR enhancer: allosteric enhancers of human TRH receptor; 360,000 tested, 0.66% active; P34981; TRHR cells, fluo-8 calcium fluorescence, EC20 TRH enhancement; enhancement, % at 2 µM; AID 493056; in the data active = enhancement above about 30%; also: 0% is about no effect
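TRHR-expressing cells loaded with fluo-8 calcium dye were read kinetically (ex 480/em 530) during compound addition, then stimulated with an EC20 of TRH (10 nM final). Enhancement of the Gq-mediated intracellular calcium response was scored.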
* = called active by the depositor; u = inconclusive; x = not tested or not shown; & = joins results of further samples; [ ] = remark or other dose. Unless noted, calls follow the shape of the dose curve; as a rule, active = well fitted inhibition curve with a large enough effect; inconclusive = small, poorly fitted or top-dose-only effect; inactive = no such curve, though single readings can be large or run the other way.

SMILES	TrxR1 inh	TRHR ag	TrxR1 substrate	TRHR enhancer
CCC(=O)NC(c1ccc2c(c1)OCO2)c1cc(Cl)c2cccnc2c1O (stereo unspecified)	x	2.9	x	6
Oc1ccc(CNc2ccc(C(F)(F)F)cc2Cl)c2cccnc12	x	-0.8	x	1
Cc1cc2c(s1)c1cnn(Cc3cc(Cl)ccc3F)c(=O)c1n2C	x	-0.6	x	-1
N#Cc1nc(NCC(F)F)c2ncn(-c3cccc(Cl)c3)c2n1	x	0.4	x	0
O=C(CNC(=O)c1ccccc1)N[C@H](C(=O)Nc1cc(C(F)(F)F)ccc1Cl)c1ccccc1	x	-1.1&-0.4	x	-2&0
Cc1cccc(CNc2ncnc3ccc(-c4ccc5c(ccn5C)c4)cc23)c1	x	-0.3	x	3
COc1cc(NC(=O)C(OC(=O)CNC(=O)c2ccccc2)c2ccccc2)c(OC)cc1Cl (stereo unspecified)	x	0.2	x	-1
CC(=O)NCc1cc(Cl)c2cccnc2c1O	x	0.8	x	-6
COc1cc2c(cc1OC)C1O[C@](CCCCN3C(=O)c4ccccc4C3=O)(C2)OC2=C1C(=O)CCC2	x	-0.8	x	13
CC(C)NC(=O)c1ccc(-n2c(=S)[nH]c3ccccc3c2=O)cc1	x	0.0	x	-1
Cn1nnnc1Sc1ncnc2scc(-c3ccc(S(C)(=O)=O)cc3)c12	x	-0.7	x	17
CC(=O)CCCCn1cnc2c1c(=O)n(C)c(=O)n2C	x	-0.2	x	-4
Cc1cccc(/C=N/n2c(-c3ccccn3)n[nH]c2=S)c1	x	0.3	x	-8
COC(=O)[C@@]1(Cc2ccccc2)[C@H]2c3cc(C(=O)N4CCCC4)n(Cc4ccsc4Br)c3C[C@H]2CN1C(=O)c1ccccc1	x	0.8	x	-3
CC(C)(C)OC(=O)Cc1nnc(CNC(=O)c2ccccc2)s1	x	-1.2	x	-2
Cc1cc2c(s1)c1cnn(Cc3ccc(Cl)cc3)c(=O)c1n2C	x	0.0	x	0
O=S(=O)(NC1CCC(CNS(=O)(=O)c2c(F)cccc2F)CC1)c1ccc2c(c1)OCCO2 (stereo unspecified)	x	0.1	x	-3
Oc1ccc(COC2CCN(Cc3ccccc3)C2)c2cccnc12 (stereo unspecified)	x	0.1	x	-2
Cc1nc(NC2=NCN(Cc3ccc4c(c3)OCO4)CN2)nc2ccccc12	x	0.3	x	5
Cc1cc2c(c(=O)n1Cc1ccccc1)C1O[C@](c3ccsc3)(Cc3cc(C#N)ccc31)O2	x	0.8	x	-12
Cc1cc2cc(CCNC(=O)c3c(-c4ccccc4Cl)noc3C)c(=O)[nH]c2cc1C	x	0.4	x	-10
CC(C)(C)OC(=O)Cc1nnc(-c2nc3ccccc3[nH]2)s1	x	0.9	x	0
Cn1ccc2cc(-c3ccc4ncnc(NCc5cccc(F)c5)c4c3)ccc21	x	0.1	x	7
Cc1cc2c(s1)c1cnn(Cc3ccc(C(C)C)cc3)c(=O)c1n2C	x	-0.5	x	1
CCC(=O)NC(c1ccc(F)cc1)c1cc(Cl)c2cccnc2c1O (stereo unspecified)	x	2.7	x	3
N#Cc1nc(Nc2ccc(Br)cc2)nc(NC2CCCC2)n1	x	-1.6	x	2
CCc1c(C(C)O)oc2ccc3c(C)cc(=O)oc3c12 (stereo unspecified)	x	-0.9	x	0
COc1cccc(C(=O)NC2CCN(C#N)CC2)c1	x	1.0	x	-1
Cc1cc(C)cc(NC(=O)Cn2c(SCc3cc(C)ccc3C)nc3ccncc32)c1	x	0.6	x	0
N#Cc1c(Cl)cccc1Oc1ccc([S+](=O)([O-])N2CCN([S+](=O)([O-])c3c(F)cccc3F)CC2)cc1	x	-0.4	x	2
CCOc1ccc(C(=O)Oc2ccc(NC(C)=O)cc2)cc1	x	0.7	x	2
Cn1c2cc(C=O)sc2c2cnn(Cc3ccccc3F)c(=O)c21	x	-0.6	x	4
O=C(O)c1ccc2c(c1)C(=O)N([C@]1(C(=O)O)C[C@H]1c1ccccc1)C2=O	x	0.5	x	-3
Cc1cccc(-c2ccc3ncnc(NCc4cccc(F)c4)c3c2)c1	x	-0.8	x	-1
COc1cccc(Nc2nc(C#N)nc(NC3CCCC3)n2)c1	x	-3.2	x	-5
N#Cc1ccc(C[C@@H](NS(=O)(=O)c2ccc(C(=O)O)cc2)C(=O)O)cc1	x	-0.7	x	5
CC(C)(C)c1ccccc1Nc1nc(C#N)nc(NC2CCCC2)n1	x	-1.5	x	0
Cn1c2ccsc2c2cnn(Cc3ccccc3F)c(=O)c21	x	-2.2&-0.2	x	-3&-4
Cc1cc2c(c(=O)n1-c1ccccc1)C1O[C@](c3ccsc3)(Cc3cc(C#N)ccc31)O2	x	0.1	x	-1
O=C(Cc1nnc(-c2cc3ccccc3[nH]2)o1)Nc1cc(C(F)(F)F)ccc1Cl	x	-0.3	x	-4
Cn1nnnc1Sc1ncnc2scc(-c3ccccc3[N+](=O)[O-])c12	x	-0.5	x	-2
CCN1C(=S)N[C@@H](c2cccc(C(F)(F)F)c2)C(C(=O)OC)=C1C	x	1.6	x	13
CN1CCOc2cc(S(=O)(=O)N3CCN(S(=O)(=O)c4c(F)cccc4F)CC3)cnc21	x	-0.4	x	-1
O=C(Nc1ccccc1)N1CC=C(c2ccccc2)CC1	x	1.4	x	-4
COc1ccc2c3c(c(=O)oc2c1)C1O[C@](CCCCN2C(=O)c4ccccc4C2=O)(Cc2cc(OC)c(OC)cc21)O3	x	0.3	x	-7
CN(C)CCCN1C(=O)C(=O)/C(=C(/O)c2ccccc2)C1c1ccccn1 (stereo unspecified)	x	-0.7	x	-21
Cc1cc2c(c(=O)o1)C1O[C@](c3ccsc3)(Cc3ccccc31)O2	x	0.2	x	6
COc1ccc(NC(=O)C(OC(=O)CNC(=O)c2ccccc2)c2ccccc2)cc1Cl (stereo unspecified)	x	-2.6	x	-2
COc1ccc([C@]23Cc4ccccc4C(O2)C2=C(CC(C)(C)CC2=O)O3)cc1	x	0.1	x	-1
O=C1C(F)N([S+](=O)([O-])c2ccc3c(c2)OCCO3)CCN1[S+](=O)([O-])c1c(F)cccc1F (stereo unspecified)	x	0.2	x	3
Fc1cc(F)cc(Nc2nc(NC3CCCC3)nc(C3CO3)n2)c1 (stereo unspecified)	x	3.6	x	-9
CCOC(=O)NC1(Nc2ccc(Cl)cn2)Oc2ccccc2O1	x	-0.5	x	-2
O=S(=O)(c1ccc2c(c1)OCO2)N1CCN(S(=O)(=O)c2c(F)cccc2F)CC1	x	0.4	x	-2
N#Cc1ccc(C[C@H](C(=O)O)N2C(=O)c3ccc(C(=O)O)cc3C2=O)cc1	x	0.5	x	4
CCCC[C@]12Cc3ccccc3C(O1)c1c(cc(-c3ccccc3)oc1=O)O2	x	3.0	x	1
Cn1ccc2cc(-c3ccc4ncnc(NCc5cccnc5)c4c3)ccc21	x	-0.7	x	-5
Cc1ccc(-c2csc3ncnc(Sc4nnnn4C)c23)cc1	x	-2.3	x	2
c1coc(-c2ccc3ncnc(NCc4cccs4)c3c2)c1	x	0.7	x	2
COc1ccccc1NC(=O)c1c(N=Cc2ccccc2O)cnn1C	x	0.1	x	-2
CC[C@H](C)[C@@H](NC(=O)O[C@@H]1C(=O)c2cc(Br)ccc2O[C@H]1c1ccc2c(c1)OCO2)C(=O)OC	x	-0.2	x	13
The list goes on.
SMILES	TrxR1 inh	TRHR ag	TrxR1 substrate	TRHR enhancer
O=C(Cc1nnc(-c2cc3ccccc3[nH]2)s1)Nc1cc(C(F)(F)F)ccc1Cl	x	0.6&0.3	x	16&-4
COc1cccc(NC(=O)C(OC(=O)CNC(=O)c2ccccc2)c2ccccc2)c1 (stereo unspecified)	x	-2.5	x	6
Cc1cc2c(s1)c1cnn(Cc3c(F)ccc(Cl)c3F)c(=O)c1n2C	x	-0.4	x	4
CC1(C)CCc2cc(O)ccc2O1	17%	x	2%	x
CCNc1nc(C#N)nc(NCC)n1	17%	x	9%[0.0914 µM]	x
COc1ccc(-c2nc3cccc(C)n3c2Nc2ccc(C)cc2)cc1	51%[activator]	x	99%[activator]	x
COc1ccc(CCSc2n[nH]c(C(C)C)n2)cc1	12%	x	0%	x
S=Cc1nc2ccccc2[nH]1	-4%	x	2%	x
COc1ccc(C(=O)C2C(=O)C(=O)N(Cc3ccco3)C2c2cccs2)cc1 (stereo unspecified)	45µM*	x	-14%	x
CCCCCCCCCC[n+]1ccc(/C=C/c2c(C)[nH]c3ccccc23)c2ccccc21	u	x	-11%	x
C1=Cc2ccccc2/C1=C\c1ccc2c(c1)OCO2	-13%	x	-3%	x
Clc1ncc(C#Cc2ccccc2)c2ncncc12	18µM*	x	35%[activator]	x
O=Nc1ccc(/C=C/c2ccnc3ccccc23)cc1	16%	x	8%	x
O=C1c2ccccc2C(=O)N1c1nc(-c2ccc(Cl)cc2)cs1	44%[0.0914 µM]	x	6%	x
Cc1ccc(S(=O)(=O)N2CCN(c3nc(-c4cccs4)nc4c3ncn4COC(=O)C(C)(C)C)CC2)cc1	-26%	x	-4%	x
Nc1ccc(/C=C/c2ccnc3ccccc23)cc1[N+](=O)[O-]	1%	x	-4%[0.0914 µM]	x
CC(=O)N1CCC(C(=O)Nc2nnc(C(C)C)s2)CC1	16%	x	4%	x

Of the compounds above, these have a Cl atom.
SMILES	TrxR1 inh	TRHR ag	TrxR1 substrate	TRHR enhancer
CCC(=O)NC(c1ccc2c(c1)OCO2)c1cc(Cl)c2cccnc2c1O (stereo unspecified)	x	2.9	x	6
Oc1ccc(CNc2ccc(C(F)(F)F)cc2Cl)c2cccnc12	x	-0.8	x	1
Cc1cc2c(s1)c1cnn(Cc3cc(Cl)ccc3F)c(=O)c1n2C	x	-0.6	x	-1
N#Cc1nc(NCC(F)F)c2ncn(-c3cccc(Cl)c3)c2n1	x	0.4	x	0
O=C(CNC(=O)c1ccccc1)N[C@H](C(=O)Nc1cc(C(F)(F)F)ccc1Cl)c1ccccc1	x	-1.1&-0.4	x	-2&0
COc1cc(NC(=O)C(OC(=O)CNC(=O)c2ccccc2)c2ccccc2)c(OC)cc1Cl (stereo unspecified)	x	0.2	x	-1
CC(=O)NCc1cc(Cl)c2cccnc2c1O	x	0.8	x	-6
Cc1cc2c(s1)c1cnn(Cc3ccc(Cl)cc3)c(=O)c1n2C	x	0.0	x	0
Cc1cc2cc(CCNC(=O)c3c(-c4ccccc4Cl)noc3C)c(=O)[nH]c2cc1C	x	0.4	x	-10
CCC(=O)NC(c1ccc(F)cc1)c1cc(Cl)c2cccnc2c1O (stereo unspecified)	x	2.7	x	3
N#Cc1c(Cl)cccc1Oc1ccc([S+](=O)([O-])N2CCN([S+](=O)([O-])c3c(F)cccc3F)CC2)cc1	x	-0.4	x	2
O=C(Cc1nnc(-c2cc3ccccc3[nH]2)o1)Nc1cc(C(F)(F)F)ccc1Cl	x	-0.3	x	-4
COc1ccc(NC(=O)C(OC(=O)CNC(=O)c2ccccc2)c2ccccc2)cc1Cl (stereo unspecified)	x	-2.6	x	-2
CCOC(=O)NC1(Nc2ccc(Cl)cn2)Oc2ccccc2O1	x	-0.5	x	-2
O=C(Cc1nnc(-c2cc3ccccc3[nH]2)s1)Nc1cc(C(F)(F)F)ccc1Cl	x	0.6&0.3	x	16&-4
Cc1cc2c(s1)c1cnn(Cc3c(F)ccc(Cl)c3F)c(=O)c1n2C	x	-0.4	x	4
Clc1ncc(C#Cc2ccccc2)c2ncncc12	18µM*	x	35%[activator]	x
O=C1c2ccccc2C(=O)N1c1nc(-c2ccc(Cl)cc2)cs1	44%[0.0914 µM]	x	6%	x

Some of the compounds tested (hit frequency here may not be typical).
